Compound activity: PubChem BioAssay, Sanford-Burnham Center for Chemical Genomics
Mdm2 MdmX PPI: inhibitors of human Mdm2-MdmX association, primary screen, cell-based, luminescence, split luciferase, SaOS-2, uHTS; SaOS-2 split-luciferase Mdm2/MdmX complementation; 330,000 compounds, 3% hits; Protein Mdm4 (Homo sapiens) + E3 ubiquitin-protein ligase Mdm2 (Homo sapiens), …; inhibition, % at 8 µM;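 active = inhibition of at least 50% at 8 µM in the primary screen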
Target sequence (O15151 whole entry, looked up): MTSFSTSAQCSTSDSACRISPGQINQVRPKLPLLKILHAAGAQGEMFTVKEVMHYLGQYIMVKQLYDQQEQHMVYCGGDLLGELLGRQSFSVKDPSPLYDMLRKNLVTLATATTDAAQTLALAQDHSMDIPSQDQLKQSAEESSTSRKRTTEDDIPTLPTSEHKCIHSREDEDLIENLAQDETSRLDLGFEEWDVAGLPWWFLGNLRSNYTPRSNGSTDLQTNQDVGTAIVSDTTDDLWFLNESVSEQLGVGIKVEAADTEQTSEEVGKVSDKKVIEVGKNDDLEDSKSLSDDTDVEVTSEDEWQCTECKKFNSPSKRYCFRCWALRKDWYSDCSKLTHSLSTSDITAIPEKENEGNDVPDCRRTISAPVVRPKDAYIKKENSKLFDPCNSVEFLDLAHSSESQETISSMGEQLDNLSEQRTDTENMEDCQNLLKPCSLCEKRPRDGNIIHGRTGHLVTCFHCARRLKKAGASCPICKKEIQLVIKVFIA
Target sequence (Q00987 whole entry, looked up): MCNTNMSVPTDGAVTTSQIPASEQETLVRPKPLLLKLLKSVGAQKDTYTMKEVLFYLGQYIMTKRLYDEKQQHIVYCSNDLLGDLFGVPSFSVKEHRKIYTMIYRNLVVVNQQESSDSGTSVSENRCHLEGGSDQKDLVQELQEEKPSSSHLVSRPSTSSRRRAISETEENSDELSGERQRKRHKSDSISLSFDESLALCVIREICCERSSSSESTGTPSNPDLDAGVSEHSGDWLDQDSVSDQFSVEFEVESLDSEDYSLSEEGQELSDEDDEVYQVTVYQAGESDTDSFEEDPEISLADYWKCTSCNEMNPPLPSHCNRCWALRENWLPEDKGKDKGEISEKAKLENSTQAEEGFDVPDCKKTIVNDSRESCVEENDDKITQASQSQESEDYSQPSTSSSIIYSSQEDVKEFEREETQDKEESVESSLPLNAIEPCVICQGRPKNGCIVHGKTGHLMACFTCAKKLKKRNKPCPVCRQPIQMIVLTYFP
tim23-1 inh: growth inhibitors of tim23-1 mutant yeast, primary screen, luminescence, uHTS; S. cerevisiae tim23-1 growth, BacTiter-Glo luminescence, 24 h; inhibition, % at 20 µM; 330,000 compounds, 1.3% hits; AID 463212, 2010;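 active = growth inhibition of the mutant yeast at or above 50%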;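 also: temperature-sensitive mutant grown at 25 °C; plate controls were DMSO-treated mutant yeast for no effect and medium wells lacking yeast for full effect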
tim10-1 inh: growth inhibitors of tim10-1 mutant yeast, primary screen, luminescence, uHTS; AID 463190, 2010; inhibition, % at 20 µM; S. cerevisiae tim10-1 ts strain growth, BacTiter-Glo, 24 h; 330,000 compounds, 2.2% hits;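 active = inhibition of at least 40%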;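 also: mutant grown at 25 °C; 0% = DMSO wells with yeast and 100% = wells holding no yeast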
Jurkat NFkB inh: inhibitors of induced NF-kB luciferase reporter, primary screen, TCR NF-kB activation inhibitor project, cell-based, luminescence, uHTS; Jurkat, PMA/ionomycin-induced NF-kB luciferase reporter; 330,000 compounds, 0.53% hits; inhibition, % at 4 µM; AID 435003, 2010; in the data active = inhibition above about 50%
TIM10 inh: growth inhibitors of isogenic TIM10 control yeast, primary screen, counter-screen for tim10-1 yeast inhibitor project, luminescence, uHTS. S. cerevisiae TIM10 strain growth, BacTiter-Glo luminescence, 24 h. inhibition, % at 10 µM. 330,000 compounds, 1.4% hits. AID 463195, 2010;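 active = inhibition of 40% or more at the single tested concentration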;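 also: wild-type TIM10 isogenic control strain grown at permissive 25 °C; 0% = DMSO yeast wells and 100% = minimal medium wells without yeast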
697 NFkB inh: inhibitors of PMA/ionomycin-induced NF-kB reporter, 697 cells, primary screen, B-cell NF-kB inhibitor project, cell-based, luminescence, uHTS | inhibition, % at 4 µM | AID 435022, 2010 | 330,000 compounds, 0.33% hits | 697 B-cell NF-kB luciferase reporter, 16 h; in the data active = inhibition above about 35%
CHOP UPR activ: activators of apoptotic CHOP UPR arm, primary screen, cell-based, CHO-CHOP luciferase reporter, luminescence, uHTS; activation, % at 10 µM; UPR activation; percent of tunicamycin response over DMSO baseline; AID 449763, 2010; 330,000 compounds, 0.34% hits;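 active = at 10 µM dose, activation of 40% or more, normalized to positive control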;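 also: 100% = tunicamycin at 10 µg/mL and 0% = DMSO alone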
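Evaluation: % reporter activation, DMSO baseline versus tunicamycin full activation; System: CHO-CHOP luciferase reporter cell line; Input: 500 cells/well; Incubation: 6 h compound treatment, 37 °C; Measured by: Steady-Glo luciferase luminescence; Dosing: one dose, 10 µM in 0.5% DMSO; Buffer or medium: F12 medium, 10% FBS; Benchmarks: positive tunicamycin 10 µg/mL, negative DMSO alone.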
UPR XBP1 act: activators of adaptive XBP1 UPR arm, primary screen, cell-based, CHO-XBP1 luciferase reporter, luminescence, uHTS | 330,000 compounds, 0.33% hits | activation, % at 20 µM | AID 463104, 2010 | IRE1-XBP1 UPR activation; percent of tunicamycin response, DMSO as zero;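 active = versus positive control, 20 µM dose yields 30% or more activation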;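 also: 100% = tunicamycin at 10 µg/mL and 0% = DMSO only wells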
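Material: CHO cell line with stable XBP1 luciferase reporter; schedule: 16-18 h cell attachment at 37 °C, then 6 h compound exposure; signal: glow luminescence from Steady-Glo reagent; medium: serum-containing F12 medium, 10% FBS; benchmarks: tunicamycin 10 µg/mL and vehicle-only wells; read-out: percent activation relative to tunicamycin reference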
Active calls of the source: *.

#1 CCSc1nnc(NC(=O)C(C)Sc2nc3ccccc3[nH]2)s1 (centres undefined)
#2 CC(C)C(=O)NNC(=O)CSc1ncnc2c1cnn2-c1ccccc1Cl
#3 CN(CC(=O)Nc1ccccc1Br)C(=O)CNC(=O)Cc1cccc2ccccc12
#4 NC(=O)CSc1nnc(-c2ccco2)n1-c1ccccc1
#5 CC1=CC(C2CC(=O)N(c3ccccc3C)C2=O)CC2C(=O)N(c3ccccc3C)C(=O)C12 (centres undefined)
#6 O=C(c1ccc(CS(=O)(=O)c2ccc(Br)cc2)o1)N1CCCC1
#7 O=C(Nc1cc(Cl)cc(Cl)c1)c1ccno1
#8 COc1ccc(-c2nnc3sc(CCN4C(=O)c5ccccc5C4=O)nn23)cc1

Assay by compound	1	2	3	4	5	6	7	8
Mdm2 MdmX PPI	-4	8	10	-19	-22	-8	19	-9
tim23-1 inh	2	11	3	6	14	-1	15	23
tim10-1 inh	7	12	-7	3	14	-9	5	25
Jurkat NFkB inh	-2	-12	6	5	-5	8	7	-17
TIM10 inh	-5	-16	-7	8	0	4	6	37
697 NFkB inh	0	-1	8	-1	-1	12	13	13
CHOP UPR activ	-0.4	-0.4	-0.8	0.4	0.6	-1.1	0.5	2.3
UPR XBP1 act	0	-1	-2	-1	-3	-2	-2	0

#9 COc1ccc(NC(=O)c2cc(SC)ccc2Cl)cc1
#10 COc1ccccc1/C=C/C=N/N1CCN(Cc2cccc3ccccc23)CC1
#11 CCC(=O)c1ccc(N2CCCC2)c(F)c1
#12 O=S(=O)(NC1CCCC1)c1cc(F)ccc1F
#13 Cc1ccc(CNC(=O)/C=C/C(=O)O)cc1
#14 Cc1cccc(C)c1NC(=O)Nc1cccs1
#15 O=C(NCc1ccc(F)cc1)C(=O)NCC1OCCN1C(=O)c1cccs1 (centres undefined)
#16 c1ccc(C2OC3c4cccc5cccc(c45)C3N2c2ccccc2)cc1 (centres undefined)

Assay by compound	9	10	11	12	13	14	15	16
Mdm2 MdmX PPI	43	31	-14	18	20	24	-19	-16
tim23-1 inh	2	10	8	26	-5	4	9	10
tim10-1 inh	4	8	6	23	-3	5	11	16
Jurkat NFkB inh	11	-10	-33	-10	14	0	-6	-9
TIM10 inh	5	9	8	14	10	-4	2	18
697 NFkB inh	-21	-6	-14	-50	-1	24	-9	8
CHOP UPR activ	2.0	0.1	4.0	-0.2	2.8	-1.8	3.6	0.3
UPR XBP1 act	-1	-5	4	1	-1	-4	0	-1

#17 CCCN1C2=C(C(=O)CCC2)C(c2ccc(O)c(Br)c2)C2=C1CCCC2=O
#18 O=C(O)c1cccc(S(=O)(=O)Nc2ccc(-c3ccccc3)cc2)c1
#19 Nc1nccnc1C(=O)OCc1nc2sc3c(c2c(=O)[nH]1)CCCC3
#20 COc1cc(CCC(=O)Nc2ccc(C)c(S(=O)(=O)N(C)C)c2)cc(OC)c1OC
#21 Cc1cc(NC(=O)Cn2nnc3sc4c(c3c2=O)CCCC4)no1
#22 Fc1ccccc1Nc1ncnc2c1nnn2Cc1ccccc1
#23 CCS(=O)(=O)N1CCN(C(=O)COc2ccc(-c3ccccc3)cc2)CC1
#24 S=c1[nH]c(-c2cccs2)cn1-c1ccccc1

Assay by compound	17	18	19	20	21	22	23	24
Mdm2 MdmX PPI	-14	12	17	12	-12	-16	18	-16
tim23-1 inh	16	6	-5	10	16	23	24	40
tim10-1 inh	-1	-10	-20	22	11	18	27	25
Jurkat NFkB inh	-29	-20	1	-2	-10	3	-3	-56
TIM10 inh	25	-3	-9	12	-18	20	17	17
697 NFkB inh	-44	-27	14	-18	14	8	17	-39
CHOP UPR activ	0.4	2.3	2.2	3.6	-0.9	3.0	-0.6	6.2
UPR XBP1 act	3	-1	4	1	3	-1	1	3

#25 O=C(CSc1nnc(Nc2ccccc2)s1)Nc1ccc(S(=O)(=O)N2CCOCC2)cc1
#26 CCSc1nc2ccccc2c(=O)n1-c1c(C)n(C)n(-c2ccccc2)c1=O
#27 O=C1CSC(c2ccc([N+](=O)[O-])cc2)N1c1ccccc1F (centres undefined)
#28 CC(C)NC(=O)C(=O)NCCCN1CCOCC1
#29 COCCn1c(=NC(=O)c2nc3ccccc3s2)sc2cc(S(C)(=O)=O)ccc21
#30 Cn1c(SCC(=O)Nc2sccc2C(N)=O)nnc1-c1ccncc1
#31 Cc1ccccc1NC(=O)OCc1cn(-c2ccc(Cl)cc2)nn1
#32 CSc1ccc(Cl)c(C(=O)Nc2cc(S(=O)(=O)N3CCOCC3)ccc2N2CCOCC2)c1

Assay by compound	25	26	27	28	29	30	31	32
Mdm2 MdmX PPI	0	-27	14	-58	28	14	6	8
tim23-1 inh	13	19	8	7	-34	13	-11	5
tim10-1 inh	5	4	12	11	-22	8	8	0
Jurkat NFkB inh	5	9	-26	-8	10	-5	0	4
TIM10 inh	4	2	-6	-10	-8	-3	-18	3
697 NFkB inh	4	15	-4	-2	22	14	17	-4
CHOP UPR activ	0.2	-0.3	-0.8	-2.2	1.0	-2.8	-1.4	-1.6
UPR XBP1 act	-3	2	-1	-3	21	-1	0	-4

#33 Cn1c(SCC(=O)CC(=O)Nc2ccccc2)nnc1-c1ccc(O)cc1
#34 Cc1ccccc1C(=O)OCc1cnc(Cl)s1
#35 COC(=O)c1cc(Br)c(=O)n(Cc2ccco2)c1
#36 Cc1cccc(C(=O)Nc2sc3c(c2C(=O)O)CCC3)c1
#37 CC(C)(C)[C@@H]1C=C(C(=O)O)O[C@H](OCc2ccc(CO)cc2)C1
#38 CCN(CC)CCN(C(=O)c1ccc(C(=O)c2ccccc2)cc1)c1nc2cc3c(cc2s1)OCO3
#39 CC1CCCN(CC(O)CN)C1 (centres undefined)
#40 COCCCN1C(=O)C(=O)/C(=C(/O)c2ccc3c(c2)OCCO3)C1c1ccc(C(=O)OC)cc1 (centres undefined)

Assay by compound	33	34	35	36	37	38	39	40
Mdm2 MdmX PPI	16	-12	28	1	17	3	-24	15
tim23-1 inh	11	-10	5	16	2	9	18	-10
tim10-1 inh	-7	-17	8	7	-19	14	1	-8
Jurkat NFkB inh	-10	-2	3	5	11	-16	-23	12
TIM10 inh	-1	-6	-4	9	4	15	-6	-15
697 NFkB inh	7	-11	-1	-11	21	1	-26	19
CHOP UPR activ	-1.4	1.9	2.7	7.9	0.9	-1.7	-1.7	-3.2
UPR XBP1 act	-5	1	-1	8	0	-2	1	-2

#41 Cc1ccn2cc(CNS(=O)(=O)c3ccc4c(c3)OCCO4)nc2c1
#42 COc1cc2cc(CCCOC(=O)c3ccc(C#N)cc3)oc(=O)c2cc1OC
#43 Cc1cccc(C(=O)N=C2SC3CS(=O)(=O)CC3N2c2ccccc2)c1 (centres undefined)
#44 O=C(Nc1ccc(S(=O)(=O)N2CCOCC2)cc1)c1ccccc1Br
#45 COc1cc(C(=O)NCc2ccc(S(N)(=O)=O)cc2)ccc1OCC(=O)Nc1cccc(C(F)(F)F)c1
#46 CSc1ccccc1NC(=O)Nc1cccc(Cl)c1C
#47 Cc1c(C(=O)N(C)Cc2cccc(F)c2)oc2c(Cl)cccc12
#48 CC(=O)NCCc1ccc(-c2csc(NC(=O)C3CC(=O)N(C4CCCC4)C3)n2)cc1 (centres undefined)

Assay by compound	41	42	43	44	45	46	47	48
Mdm2 MdmX PPI	15	7	20	6	9	16	21	17
tim23-1 inh	12	40	12	-3	17	-14	17	-9
tim10-1 inh	0	21	5	-2	17	1	8	-11
Jurkat NFkB inh	1	6	-7	9	11	-1	4	6
TIM10 inh	-8	13	2	-20	1	-7	-4	-4
697 NFkB inh	9	3	2	2	25	12	8	0
CHOP UPR activ	0.3	2.7	-1.4	1.2	-0.3	2.2	0.7	1.6
UPR XBP1 act	-1	1	-1	-3	0	-1	2	-3

Reformatted bar-delimited: 4 of the compounds above
entry | SMILES | Mdm2 MdmX PPI | tim23-1 inh | tim10-1 inh | Jurkat NFkB inh | TIM10 inh | 697 NFkB inh | CHOP UPR activ | UPR XBP1 act
45 | COc1cc(C(=O)NCc2ccc(S(N)(=O)=O)cc2)ccc1OCC(=O)Nc1cccc(C(F)(F)F)c1 | 9 | 17 | 17 | 11 | 1 | 25 | -0.3 | 0
3 | CN(CC(=O)Nc1ccccc1Br)C(=O)CNC(=O)Cc1cccc2ccccc12 | 10 | 3 | -7 | 6 | -7 | 8 | -0.8 | -2
6 | O=C(c1ccc(CS(=O)(=O)c2ccc(Br)cc2)o1)N1CCCC1 | -8 | -1 | -9 | 8 | 4 | 12 | -1.1 | -2
8 | COc1ccc(-c2nnc3sc(CCN4C(=O)c5ccccc5C4=O)nn23)cc1 | -9 | 23 | 25 | -17 | 37 | 13 | 2.3 | 0

(list continues)
#49 CN(C)CCCNS(=O)(=O)c1cc(Cl)ccc1Cl
#50 CC(=O)c1ccc(NC(=O)Nc2ccc(NS(=O)(=O)c3ccc(C)cc3)cc2)cc1
#51 Cc1onc(-c2ccccc2)c1C(=O)N1CCN(c2ncccc2C(F)(F)F)CC1
#52 N#CCC(N)=C(C#N)C#N
#53 S=C1NCCc2ccc(Cl)cc2C1c1ccccc1 (centres undefined)
#54 Cc1ccc2c(cnn2C(=O)CCCC(=O)NCc2ccc(F)cc2)c1
#55 C=CCSC(=C(C#N)C#N)c1cc2c([nH]1)CCCC2
#56 CCC(C)NC(=O)Cc1cn(C)c2ccccc12 (centres undefined)

Assay by compound	49	50	51	52	53	54	55	56
Mdm2 MdmX PPI	16	-2	12	-3	-46	30	81*	5
tim23-1 inh	17	6	31	-13	-18	13	52*	10
tim10-1 inh	5	0	28	-2	22	-10	29	13
Jurkat NFkB inh	-2	2	13	-1	0	4	9	-5
TIM10 inh	-10	2	19	5	37	-5	41*	-12
697 NFkB inh	16	-6	-9	-23	-42	-56	-23	18
CHOP UPR activ	-1.8	-0.9	1.2	0.3	-0.6	1.4	43*	3.6
UPR XBP1 act	-1	-1	-3	-8	-2	0	-5	-1

#57 Cc1ncc([N+](=O)[O-])n1Cc1ccc(Br)cc1
#58 CCc1nn2c(=O)c(S(=O)(=O)Nc3ccccc3)c(C)nc2s1
#59 Cc1nc2ccccc2n1S(=O)(=O)c1ccc(Br)cc1
#60 CC(=O)c1ccc(C(=O)N2CCCC(CO)(Cc3ccccc3C)C2)s1 (centres undefined)
#61 C[C@]12CCC(=O)C=C1CC[C@@H]1[C@@H]2CC[C@@]2(C)[C@H]1CC[C@@]21CCC(=O)O1
#62 CCC(=O)Nc1ccc(C(=O)NNC(=O)c2ccccc2)cc1
#63 Cc1n[nH]c(C)c1CS(=O)(=O)c1ccccc1
#64 C=CCn1c(N)cc(=O)nc1SCC(=O)Nc1ccc(C(=O)OC)cc1

Assay by compound	57	58	59	60	61	62	63	64
Mdm2 MdmX PPI	-41	26	30	9	1	0	7	5
tim23-1 inh	15	6	14	14	35	26	-1	-17
tim10-1 inh	12	6	-4	17	27	-7	8	-17
Jurkat NFkB inh	14	18	14	0	9	-7	11	5
TIM10 inh	1	2	-2	-3	21	0	-10	-2
697 NFkB inh	4	8	-8	-16	6	14	0	24
CHOP UPR activ	-0.6	0.8	0.6	-1.4	-0.3	-0.2	-1.1	0.0
UPR XBP1 act	-1	-4	-2	-5	2	-2	-1	-5
